Pf apPOL inh = Pf-apPOL inhibitors, biochemical, fluorescence. inhibition, % at 10 µM. Plasmodium falciparum apicoplast DNA polymerase (apPOL). Recombinant Pf-apPOL, molecular beacon fluorescence, 1.5 h. 0.25% of 210,000 active
mHTT-CaM PPI inh = mutant huntingtin-calmodulin interaction inhibitors – biochemical, AlphaScreen, primary screen | inhibition, % at 15 µM | AlphaScreen His-mHTT/GST-CaM binding, luminescence | AID 1671202, 2021 | 3.6% of 190,000 active;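 note: 0% = both proteins with DMSO and 100% = one protein alone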
Target sequence (P42858 whole entry, looked up, stated change not applied): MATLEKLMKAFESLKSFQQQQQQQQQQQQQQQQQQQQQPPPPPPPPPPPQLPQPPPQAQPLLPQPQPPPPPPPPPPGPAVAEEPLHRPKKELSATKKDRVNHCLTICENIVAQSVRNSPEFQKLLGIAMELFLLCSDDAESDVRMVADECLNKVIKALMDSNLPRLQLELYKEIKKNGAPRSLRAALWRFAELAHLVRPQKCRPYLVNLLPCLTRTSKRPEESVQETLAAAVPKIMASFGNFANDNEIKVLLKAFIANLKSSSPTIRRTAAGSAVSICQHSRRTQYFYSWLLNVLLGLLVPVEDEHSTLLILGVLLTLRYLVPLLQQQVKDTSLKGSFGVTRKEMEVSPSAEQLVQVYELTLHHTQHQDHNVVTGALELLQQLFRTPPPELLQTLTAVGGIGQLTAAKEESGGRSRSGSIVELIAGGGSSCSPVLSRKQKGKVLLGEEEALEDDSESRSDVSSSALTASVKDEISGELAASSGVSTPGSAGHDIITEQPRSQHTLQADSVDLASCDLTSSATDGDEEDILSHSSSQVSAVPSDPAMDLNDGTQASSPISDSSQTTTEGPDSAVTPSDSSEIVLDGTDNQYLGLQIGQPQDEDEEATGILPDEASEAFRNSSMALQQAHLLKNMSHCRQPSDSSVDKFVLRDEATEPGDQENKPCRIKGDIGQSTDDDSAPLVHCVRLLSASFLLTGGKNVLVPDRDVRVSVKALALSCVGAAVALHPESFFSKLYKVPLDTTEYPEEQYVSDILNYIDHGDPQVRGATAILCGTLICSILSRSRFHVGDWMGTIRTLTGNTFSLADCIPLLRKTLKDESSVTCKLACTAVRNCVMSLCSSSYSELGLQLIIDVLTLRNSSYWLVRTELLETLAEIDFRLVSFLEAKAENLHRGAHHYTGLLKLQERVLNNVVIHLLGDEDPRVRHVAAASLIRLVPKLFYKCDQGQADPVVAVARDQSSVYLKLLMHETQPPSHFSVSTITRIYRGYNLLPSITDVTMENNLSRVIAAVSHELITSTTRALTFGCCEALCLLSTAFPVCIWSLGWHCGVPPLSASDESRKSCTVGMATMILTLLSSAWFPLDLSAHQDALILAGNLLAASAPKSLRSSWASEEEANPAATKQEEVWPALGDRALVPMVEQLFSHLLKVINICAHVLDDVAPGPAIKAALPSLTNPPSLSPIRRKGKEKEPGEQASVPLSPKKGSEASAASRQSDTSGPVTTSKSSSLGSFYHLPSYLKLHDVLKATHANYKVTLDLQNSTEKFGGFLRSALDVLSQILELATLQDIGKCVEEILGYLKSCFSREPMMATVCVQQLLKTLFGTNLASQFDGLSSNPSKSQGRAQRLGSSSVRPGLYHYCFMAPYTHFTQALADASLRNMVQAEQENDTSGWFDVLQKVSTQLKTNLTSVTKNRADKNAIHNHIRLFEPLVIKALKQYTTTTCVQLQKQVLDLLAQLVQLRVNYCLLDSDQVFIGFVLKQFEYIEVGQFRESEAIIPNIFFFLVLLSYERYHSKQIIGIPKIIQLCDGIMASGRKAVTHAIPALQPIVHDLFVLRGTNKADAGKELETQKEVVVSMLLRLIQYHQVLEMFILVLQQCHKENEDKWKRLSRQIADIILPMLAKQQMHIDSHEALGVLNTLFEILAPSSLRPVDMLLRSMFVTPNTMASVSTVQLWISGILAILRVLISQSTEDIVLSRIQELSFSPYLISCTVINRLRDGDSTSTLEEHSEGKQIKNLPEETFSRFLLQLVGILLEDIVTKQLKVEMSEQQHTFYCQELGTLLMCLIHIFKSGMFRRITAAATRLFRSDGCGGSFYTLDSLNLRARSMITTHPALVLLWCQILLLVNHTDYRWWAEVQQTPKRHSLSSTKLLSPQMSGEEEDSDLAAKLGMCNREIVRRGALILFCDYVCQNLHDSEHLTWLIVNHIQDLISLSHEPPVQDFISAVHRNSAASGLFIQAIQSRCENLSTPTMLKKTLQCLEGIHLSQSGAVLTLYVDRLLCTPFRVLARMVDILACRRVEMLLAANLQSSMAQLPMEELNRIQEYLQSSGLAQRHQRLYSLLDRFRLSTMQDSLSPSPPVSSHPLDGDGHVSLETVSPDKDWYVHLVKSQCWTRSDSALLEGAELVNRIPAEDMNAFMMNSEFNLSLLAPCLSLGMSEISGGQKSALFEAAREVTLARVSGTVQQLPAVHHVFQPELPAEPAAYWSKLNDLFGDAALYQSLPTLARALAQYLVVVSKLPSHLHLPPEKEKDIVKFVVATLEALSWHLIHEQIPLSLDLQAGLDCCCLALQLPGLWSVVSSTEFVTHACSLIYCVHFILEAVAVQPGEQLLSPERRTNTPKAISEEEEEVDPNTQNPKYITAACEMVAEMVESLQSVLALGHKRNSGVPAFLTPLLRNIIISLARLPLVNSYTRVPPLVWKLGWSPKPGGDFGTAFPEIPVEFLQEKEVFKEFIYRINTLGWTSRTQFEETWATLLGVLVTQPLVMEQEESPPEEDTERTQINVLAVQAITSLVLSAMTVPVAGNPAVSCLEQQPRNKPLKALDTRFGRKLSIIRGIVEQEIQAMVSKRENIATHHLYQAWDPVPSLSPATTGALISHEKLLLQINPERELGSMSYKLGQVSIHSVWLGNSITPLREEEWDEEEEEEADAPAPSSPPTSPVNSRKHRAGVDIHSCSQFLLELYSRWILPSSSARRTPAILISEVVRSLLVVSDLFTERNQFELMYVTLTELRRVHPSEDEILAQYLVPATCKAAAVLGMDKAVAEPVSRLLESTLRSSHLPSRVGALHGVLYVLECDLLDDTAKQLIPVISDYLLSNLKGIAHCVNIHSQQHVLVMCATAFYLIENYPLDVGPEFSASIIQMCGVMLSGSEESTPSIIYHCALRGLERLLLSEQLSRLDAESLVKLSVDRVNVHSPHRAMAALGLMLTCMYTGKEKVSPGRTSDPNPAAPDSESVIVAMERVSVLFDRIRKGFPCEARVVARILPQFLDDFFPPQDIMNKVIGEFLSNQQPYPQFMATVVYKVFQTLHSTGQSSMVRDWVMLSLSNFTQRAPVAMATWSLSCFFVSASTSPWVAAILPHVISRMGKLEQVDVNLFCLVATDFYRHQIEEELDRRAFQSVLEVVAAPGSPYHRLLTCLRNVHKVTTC
* marks the source's active call; other numbers are inactive results; i = inactive; / = no result given; & = joins results of further samples. Cut-off read from the data, not from the text of the source: active = inhibition above about 50%; inactive = the rest.

compound	Pf apPOL inh	mHTT-CaM PPI inh
C#CCOCC1CCN(C(=O)Nc2ccc(Cl)c(Cl)c2)CC1	-4	-12
Cn1c(=O)[nH]c(=O)c2c1nc(N1CCCC1)n2CC(=O)O	-5	-2
O=S(=O)(Cc1ccccc1)NCc1ccc(Cl)cc1	-2	1
Clc1cccc(C2Oc3ccccc3C3CC(c4ccccc4)=NN32)c1 (configuration not stated)	/	-7
O=CC1=C(c2ccccc2)Oc2ccccc2O1	-6	51*
COc1ccc2c(c1)CC(CNC(=O)c1cc3ccccc3s1)O2 (configuration not stated)	-1	44
Cc1nc2ccc(S(=O)(=O)c3ccc4nc(C)[nH]c4c3)cc2[nH]1	-21	-3
CC(=O)Nc1ccc(N2C(=O)CSC2c2ccccc2[N+](=O)[O-])cc1 (configuration not stated)	-4	0

Compound profiles (already shown). Screens in order: Pf apPOL inh, mHTT-CaM PPI inh
Entry for Clc1cccc(C2Oc3ccccc3C3CC(c4ccccc4)=NN32)c1 (configuration not stated) → /, -7
Entry for O=S(=O)(Cc1ccccc1)NCc1ccc(Cl)cc1 → -2, 1

2 records picked at random from those above:
compound	Pf apPOL inh	mHTT-CaM PPI inh
O=CC1=C(c2ccccc2)Oc2ccccc2O1	-6	51*
Clc1cccc(C2Oc3ccccc3C3CC(c4ccccc4)=NN32)c1 (configuration not stated)	/	-7

Going on with the list:
compound	Pf apPOL inh	mHTT-CaM PPI inh
O=C(O)CCC(=O)Nc1cccc(-c2nc3ccccc3o2)c1	-21	5
CC(C)C(=O)NCCc1csc(C2CCN(C(=O)c3ccc(F)cc3F)CC2)n1	-5	4
CC1=CC(=O)C(n2nnc([N+](=O)[O-])n2)C(c2ccccc2)C1 (configuration not stated)	-3	6
C=CCSc1nc(N)c2c3c(sc2n1)COC(C)(CC)C3 (configuration not stated)	3	6
O=S(=O)(c1ccc(F)cc1)N1CCC(c2noc(-c3ccc(F)cc3)n2)CC1	-8	-2
CCC(C(=O)NCCOc1ccc(F)cc1)c1ccccc1 (configuration not stated)	-6	-25
Cc1cccc(NC(=O)C2CCN(S(=O)(=O)c3ccc(Br)s3)CC2)c1C	-1	5
CSc1ccccc1C(=O)N(C(=O)N1CCCCC1)c1ccccc1	-5	-5
N/C(=N\OC(=O)c1ccccc1Cl)c1ncon1	-14	i
CN(C)c1cc(OC2CCN(S(=O)(=O)c3cn(C)cn3)C2)ncn1 (configuration not stated)	-2	-1
O=C(Cc1cccs1)N1CCC(OCc2nc(C3CC3)no2)CC1	-2	-3
CSCCC(=O)Nc1ccc(C(C)=O)cc1	-4	2
O=C1C(=O)N2CCCc3cccc1c32	/	-2
O=C(NCC(O)C1CCCCC1)c1cccs1 (configuration not stated)	-3	-8
O=C(C1CCC1)N1CCC(CCOCc2ccc(F)cc2)CC1	-5	-5
O=C(NC1CCCC1)N1CCN(Cc2nc3cccnc3n2-c2cccc(F)c2)CC1	2	4
Cc1cccc(NC(=O)c2ccc(-c3ccc(F)cc3)nc2)c1	0	-5
COc1ccc(C(C)NC(=O)C2CCN(c3nnc(-c4ccc(C)cc4)o3)CC2)cc1 (configuration not stated)	-1	11
Cc1cc(NC(=O)CCCSc2ccc(F)cc2)no1	-1	-12
O=C(O)C1=C(C(=O)NC2CCCc3ccccc32)SCCS1 (configuration not stated)	2	/
COc1ccc(CCNS(=O)(=O)c2cccc([N+](=O)[O-])c2)cc1OC	-6	4
O=C(c1cn(-c2cccc(F)c2)nn1)N1CCCCCC1	-2	-8
COCc1cc(CN2CCCC2)c(O)c2ncccc12	3	100*
Cc1n[nH]c(C)c1S(=O)(=O)N1CCCC(C)C1 (configuration not stated)	-2	3
N#CCN1CCC/C1=C\[N+](=O)[O-]	-1	-4
CCCCN=C(C(=O)Nc1ccccc1OC)c1ccccc1NC(C)=O	-3	3
Cc1cccc(N2C(=O)CC(Sc3nccc(C)n3)C2=O)c1 (configuration not stated)	-9	-4
CCC(C)NC(=O)C1CCC(c2ccccc2)N(C(=O)C2CC2)C1 (configuration not stated)	0	3
Cc1ccc(-c2nnc(-c3ccc(F)cc3)o2)cc1	0	-14
C=CCn1c(SCC(=O)c2ccc([N+](=O)[O-])cc2)nnc1-c1ccc(OC)cc1	-3	8
COc1ccc(C2=C/C(=C3/c4ccccc4-c4ncccc43)C(=O)O2)c(OC)c1	-5	22
COc1ccc(CNC(=O)C2CCCN(C(=O)c3cccc(Cl)c3)C2)cc1 (configuration not stated)	1	28
Cc1cc(C(=O)N2CCCn3nc(-c4cccs4)cc3C2)no1	-10	-4
COc1cccc(C=Nc2cc(C(=O)O)ccc2Cl)c1O	-8	-4
O=C(Nc1ccc(N2CCN(Cc3cccc(F)c3)CC2)nc1)c1cccc(F)c1	-6	14
O=C(NC1CC2CC1N(C(=O)c1ccc(C(F)(F)F)cc1)C2)c1cccs1 (configuration not stated)	-8	8
N=c1c(S(=O)(=O)c2ccc(Cl)cc2)cc2c(=O)n3ccccc3nc2n1C1CCCC1	-5	0
COCCNC(=O)c1cnn2c1NC(c1ccc(OC)c(OC)c1)CC2C(F)(F)F (configuration not stated)	-40	2
CCOc1nccnc1N1CCC(N(C)C(=O)c2ccc(C#N)cc2)C1 (configuration not stated)	4	12
CC(=O)N1CCc2cc(Br)cc(S(=O)(=O)Nc3ccc(C)cc3)c21	-7	4
CC(C)NC(=O)Nc1ccc(Cl)cc1-c1nc2cc(Cl)ccc2o1	-5	-125
CCCCOc1ccc(N2C(=O)CC(N3CCC(C)CC3)C2=O)cc1 (configuration not stated)	-9	8
O=C(O)c1ccc(N=Cc2c(O)ccc3oc4c(c23)CCCC4)cc1	-11	-6
O=C(NCC1CCCO1)c1cc2nc(-c3cccs3)cc(C(F)(F)Cl)n2n1 (configuration not stated)	-12	1
O=C(Nc1ccc2c(c1)CCC2)N1CCc2c(nc3cc[nH]n3c2=O)C1	-2	1
CCOCCCNC(=O)CN1C(=O)/C(=C/c2ccc(C(F)(F)F)cc2)Sc2ccccc21	-26	16
COCC(=O)Nc1ccc(Cl)cc1Cl	-12	-2
O=C(NCc1ncc(C(F)(F)F)cc1Cl)Nc1ccc(Cl)cc1	1&4	/

Of the compounds above, these have two or more sulfur atoms.
compound	Pf apPOL inh	mHTT-CaM PPI inh
C=CCSc1nc(N)c2c3c(sc2n1)COC(C)(CC)C3 (configuration not stated)	3	6
Cc1cccc(NC(=O)C2CCN(S(=O)(=O)c3ccc(Br)s3)CC2)c1C	-1	5
O=C(O)C1=C(C(=O)NC2CCCc3ccccc32)SCCS1 (configuration not stated)	2	/

The list goes on:
compound	Pf apPOL inh	mHTT-CaM PPI inh
COc1ccc(-c2csc(Nc3ccc(O)cc3)n2)cc1OC	-4	71*
Cc1ccc(NC(=O)c2cc(S(=O)(=O)N3CCc4ccccc4C3)ccc2F)cc1Cl	-4	-1
CC1CCCC(NC(=O)CCCn2c(=O)[nH]c3ccsc3c2=O)C1C (configuration not stated)	-1	-1
C=CCn1c(SCC(=O)c2ccccc2)nnc1-c1cccnc1	-2	-2
N#Cc1ccc(Oc2cccc3cccnc23)c([N+](=O)[O-])c1	-2	-7
N=c1c(S(=O)(=O)c2ccc(Cl)cc2)cc2c(=O)n3ccccc3nc2n1CC1CCCO1 (configuration not stated)	-2	0
COc1ccc2[nH]c(C(=O)Nc3nc4ccccc4s3)cc2c1	-23	/
Cc1c(NC(=S)Nc2ccc(Cl)c(Cl)c2)cc2c(c1N)C(C)(C)CC2(C)C	6	/
O=C(Nc1ccc(-c2cc3ccccc3oc2=O)cc1)c1ccc(Cl)c([N+](=O)[O-])c1	0	2
CCCC(=O)Nc1c(-c2ccc(F)c(F)c2)nc2ccccn12	-6	8
Cc1sc2c(=O)n(C(C)C)cnc2c1C(=O)Nc1ccc(F)cc1F	1	-4
O=C(O)CC(NCC(O)CON=C1c2ccccc2-c2ccccc21)C(=O)O (configuration not stated)	48	16
Cc1ccccc1C(=O)Nc1ccc2c(c1)Sc1ncccc1C(=O)N2C	-4	12
COc1ccc(OC)c(C2=NOC(C(=O)N3CCCC3)C2)c1 (configuration not stated)	0	5
COc1ccc(-c2noc(C3CCCN3C(=O)C3CCC3)n2)cc1 (configuration not stated)	-2	-8
COc1cccc(C(=O)Nc2nc(-c3ccccc3)c(C(C)=O)s2)c1OC	-3	-7
CCN1CCN(C(=O)c2ccc3c(c2)nnn3Cc2ccc(F)cc2)CC1	-1	0
CC(=O)NC1=NN(C(C)=O)C(C)(c2ccc(C)o2)S1 (configuration not stated)	2	-2
Cc1cc(C)cc(N2C(=O)CSC2c2ccc(F)c(F)c2)c1 (configuration not stated)	0	-16
O=C(NCc1cccnc1)c1ccc([N+](=O)[O-])cc1	-7&-16	/
O=C1CSC(=Nc2ccc(C(=O)O)cc2)N1	12	-1
CN1C(=O)C(=Cc2cn(Cc3ccccc3F)c3ccccc23)C(=O)N(C)C1=O	0	-8
Cc1nc2ccccc2c2c1C(=O)N(c1ccc(F)cc1)C2=O	-5	5
CCc1c(C2CCN(C(=O)c3ccn(CC)n3)CC2)noc1N	-5	2
Cc1ccc2c(nc3s/c(=C\c4cccs4)c(=O)n32)c1C	1	-1
Cc1nc(NCC2CCCO2)c2cnn(-c3ccc(F)cc3)c2n1 (configuration not stated)	5	6
N#Cc1ccccc1NC(=O)CSc1n[nH]c(-c2ccccc2)n1	0	-7
Cn1c(N2CCCC(C(=O)N3CCN(c4ccccc4F)CC3)C2)cc(=O)n(C)c1=O (configuration not stated)	11	2
CCN(CC)c1ccc(NC(=O)c2cccnc2)cc1	1	20
COc1ccc(C(=O)Nc2ncc([N+](=O)[O-])s2)cc1OC	-2&1	21&10
Cc1cc2[nH]c(C(=O)Nc3ccc(F)cc3Br)c(CN(C)C)c2s1	-2	17
C=CCC(N)(CC=C)C1=CC(CC(=C)C)NC(CC(=C)C)C1 (configuration not stated)	0	13
NC(=O)c1no[n+]([O-])c1C(N)=O	/	-4
Cc1nc2c(-c3ccccc3)c(Cc3ccccc3)[nH]n2c(=O)c1Cl	-36	-6
C[C@]12CCC(=O)C=C1CC[C@@H]1[C@@H]2C(=O)C[C@@]2(C)[C@H]1CC[C@]2(O)C(=O)CO	-16	/
O=S(=O)(CCON=Cc1cccs1)c1ccc(Cl)cc1	0	/
Cc1cc(C)c(NC(=O)c2ccccc2Br)c(Cl)c1	-3	0
Cc1c(C2=N/C(=C/c3ccccc3F)C(=O)O2)cccc1[N+](=O)[O-]	-2	1
CSCCn1c(-c2ccccc2)cc(C(=O)Nc2ccc3c(c2)OCCO3)c1C	3	/
O=C(NCCCc1ccccc1)C1CCCN(c2cnn(Cc3ccccc3)c(=O)c2)C1 (configuration not stated)	-4	15
Cc1cccc(-c2nocc2CCC(=O)NC2CC2)c1	2	-5
NC(C(=O)O)c1ccccc1[N+](=O)[O-] (configuration not stated)	2	5
O=C(O)CC(O)(c1ccccc1)c1ccccc1	2	-4
COc1ccc(CNC(=O)c2c(C)noc2-c2ccccc2Cl)cc1	-1	-2
O=C(NCCc1csc(C2CCN(C(=O)c3ccco3)CC2)n1)C1CCC1	-3	11
Cc1cc(Br)c(NC(=O)COc2ccc(C=O)cc2)cc1C	30	4
C=CCn1c(SCc2nc3ccccc3[nH]2)nc2ccccc2c1=O	-2	14
COc1cccc(S(=O)(=O)Nc2ccc(Nc3cc(-n4cccn4)nc(C)n3)cc2)c1	-8	38

An excerpt of these results, with each value named:
Cc1cc(Br)c(NC(=O)COc2ccc(C=O)cc2)cc1C
  Pf apPOL inh = 30	mHTT-CaM PPI inh = 4
C=CCn1c(SCc2nc3ccccc3[nH]2)nc2ccccc2c1=O
  Pf apPOL inh = -2	mHTT-CaM PPI inh = 14
NC(C(=O)O)c1ccccc1[N+](=O)[O-] (configuration not stated)
  Pf apPOL inh = 2	mHTT-CaM PPI inh = 5
COc1cccc(S(=O)(=O)Nc2ccc(Nc3cc(-n4cccn4)nc(C)n3)cc2)c1
  Pf apPOL inh = -8	mHTT-CaM PPI inh = 38

The listing continues:
compound	Pf apPOL inh	mHTT-CaM PPI inh
CCC(=O)N1CCc2cc(N3CC(C(=O)Nc4ccccc4CC)CC3=O)ccc21 (configuration not stated)	-2	1
COc1ccc(OC)c(SCc2nnc(-c3ccc([N+](=O)[O-])c(C)c3)o2)c1	-8	/
Cc1ccccc1C(=O)Nc1c2c(nn1-c1ccc([N+](=O)[O-])cc1)CS(=O)(=O)C2	-5	0
CCOc1ccc(CN2CCN(Cc3ccc4c(c3)OCO4)CC2)cc1	-2&0	11&0
O=C(NCc1ccccn1)c1ccc2c(c1)NC(=O)C(N1CCCCC1)S2 (configuration not stated)	-12	9
O=C(CS(=O)(=O)c1c[nH]c2ccccc12)Nc1ccc2c(c1)OCCO2	6	-1
COc1ccc(-c2cn3ccn(-c4ccc5c(c4)CCC5)c(=O)c3n2)cc1	-2	1
O=C1Nc2ccc(Br)cc2/C1=C/c1ccco1	-5	72*

From PubChem BioAssay

A portion of the library (hit frequency here may not be typical).
